TRHR enhancer – qHTS for Small Molecule Agonists and Allosteric Enhancers of Human TRH Receptor: Primary Screen for Enhancers; enhancement, % at 2 µM; actives 0.66% (n = 360,000); TRHR cells, fluo-8 calcium fluorescence, EC20 TRH enhancement; Thyrotropin-releasing hormone receptor (Homo sapiens), P34981; in the data active means enhancement above about 30%; further: 0% is about no effect
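Enhancer read-out: after compound pinning and an initial kinetic agonist-mode read, an EC20 of TRH (10 nM final) was injected and fluo-8 calcium signal (Ex 480/Em 530) followed at 1 s/cycle for 100 cycles in TRHR-expressing cells.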
USP1-UAF1 inh – Inhibitors of USP1/UAF1: Primary Screen; Ubiquitin carboxyl-terminal hydrolase 1 (Homo sapiens), O94782; recombinant USP1/UAF1, Ub-Rhodamine cleavage fluorescence; Potency, µM (doses to about 57.1 µM), inactives show at the highest dose activity change, negative = inhibition, usual class: inhibitors; actives 0.23% (n = 390,000); further: potency means the concentration at half of the fitted maximal effect; on the % scale 0 is the no-effect control and ±100 the full control effect; nearly all actives have a fitted effect of over 60% in size; inactives centre near -12
Target sequence (O94782 whole entry, looked up): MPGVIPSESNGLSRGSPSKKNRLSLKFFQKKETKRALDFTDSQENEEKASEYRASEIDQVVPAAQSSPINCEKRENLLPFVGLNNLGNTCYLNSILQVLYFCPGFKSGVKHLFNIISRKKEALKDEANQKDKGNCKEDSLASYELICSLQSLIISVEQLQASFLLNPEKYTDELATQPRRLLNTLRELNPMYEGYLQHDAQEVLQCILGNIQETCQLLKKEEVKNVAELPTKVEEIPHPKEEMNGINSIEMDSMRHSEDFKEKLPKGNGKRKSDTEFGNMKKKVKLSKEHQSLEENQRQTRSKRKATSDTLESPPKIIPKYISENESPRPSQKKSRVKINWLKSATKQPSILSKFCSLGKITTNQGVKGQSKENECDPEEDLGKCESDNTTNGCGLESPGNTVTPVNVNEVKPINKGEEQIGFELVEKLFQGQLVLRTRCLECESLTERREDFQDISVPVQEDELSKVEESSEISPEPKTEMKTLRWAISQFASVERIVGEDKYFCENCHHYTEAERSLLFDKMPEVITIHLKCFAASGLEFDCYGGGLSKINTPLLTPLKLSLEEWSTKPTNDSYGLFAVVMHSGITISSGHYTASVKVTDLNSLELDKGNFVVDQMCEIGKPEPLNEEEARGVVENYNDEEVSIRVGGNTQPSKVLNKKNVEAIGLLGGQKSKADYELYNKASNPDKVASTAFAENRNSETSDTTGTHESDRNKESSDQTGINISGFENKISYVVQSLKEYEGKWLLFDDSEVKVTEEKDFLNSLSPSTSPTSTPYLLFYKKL
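Step one: compound is pinned into 1nM USP1/UAF1 in HEPES pH 7.8 buffer with TCEP. Step two: 15 min room-temperature incubation. Step three: Ub-Rho (150nM final) starts cleavage, tracked by fluorescence over six one-minute reads.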
D2 ag – HTS Assay for Allosteric Agonists of the Human D2 Dopamine Receptor: Primary Screen for Agonists | D(2) dopamine receptor (Homo sapiens), P14416 | HEK293 T-REx D2 cells, calcium flux agonist mode | activation, % at 2 µM | actives 0.53% (n = 340,000);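 active means activation over 3 SD above normal in the single-dose calcium agonist read, cut at about 30% in these data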; further: 0% is about no effect
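Agonism is scored from calcium flux in a force-coupled, inducible HEK293 cell line expressing D2, read kinetically for 180 s after compound addition against dopamine controls.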
TrxR1 substrate – qHTS Assay for Substrates of Mammalian Selenoprotein Thioredoxin Reductase 1 (TrxR1): qHTS | Thioredoxin reductase 1, cytoplasmic (Rattus norvegicus), O89049 | purified TrxR1 substrate turnover, NADPH consumption readout | Potency, µM (top dose mostly 114 µM), for inactives: at the top dose activity change, negative = substrate turnover | actives 0.01% (n = 390,000); further: potency means the concentration at half of the fitted maximal effect; on the % scale 0 is the no-effect control and ±100 the full control effect; nearly all actives have a fitted effect of over 50% in size
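Rat TrxR1, dispensed at 90 nM, was prereduced with 400 uM NADPH (final) for 5 min at ~22 deg C, then incubated with compound 15 min before 400 uM selenite. A first-read NADPH fluorescence drop versus no-compound background flagged substrates.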
TRHR ag – qHTS for Small Molecule Agonists and Allosteric Enhancers of Human TRH Receptor: Primary Screen for Agonists; Thyrotropin-releasing hormone receptor (Homo sapiens), P34981; TRHR cells, calcium flux fluo-8, FDSS agonist mode; activation, % at 2 µM; actives 0.18% (n = 360,000); AID 493084, 2011; in the data active means activation above about 30%; further: 0% is about no effect
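Agonist-mode FDSS calcium read (Ex 480/Em 530, 1 s cycles) in 1536-well TRHR cells with fluo-8 dye, after 10-cycle baseline and 23 nL compound addition; TRH at EC20 (10 nM final) added afterwards for the enhancer phase.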
PI4K2A inh – qHTS for small molecular inhibitors of PI4K2A | Phosphatidylinositol 4-kinase type 2-alpha (Homo sapiens), Q9BTU6 | purified PI4K2A, ADP-Glo luminescence, 1 h; active compounds read low | activity change, negative = inhibition, % at 76.9 µM | actives 0.13% (n = 420,000) | AID 1346378, 2018; in the data active means activity change below about -50%; inconclusive means mostly about -30% to -49%;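 further: -100% = wells without enzyme as full effect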
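In this quantitative HTS, ADP production by PI4K2A was quantified luminescently after 1 h at ambient temperature; 100 microM adenosine served as plate-quality control.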
D2 antag – HTS Assay for Allosteric Antagonists of the Human D2 Dopamine Receptor: Primary Screen for Antagonists | inhibition, % at 10 µM | D(2) dopamine receptor (Homo sapiens), P14416 | actives 2% (n = 340,000) | HEK293 TREx D2 cells, calcium flux, dopamine EC80; in the data active means inhibition above about 30%; further: 0% is about no effect
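Calcium flux kinetic readout in an inducible HEK293 TREx D2 line plated overnight at 30 C. After 180 s compound exposure, an EC80 dopamine challenge follows with another 180 s kinetic read to detect antagonism.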
IDH1 R132H inh – qHTS for Inhibitors of mutant isocitrate dehydrogenase 1 (IDH1): qHTS | Isocitrate dehydrogenase [NADP] cytoplasmic (Homo sapiens), O75874 | IDH1-R132H enzyme, NADPH consumption, diaphorase/resazurin fluorescence | Potency, µM (series often up to 76.6 µM), for the others: at the top dose activity change, negative = inhibition, hits mostly inhibitors | actives 0.093% (n = 390,000); further: potency means the concentration at half of the fitted maximal effect; on the % scale 0 is the no-effect control and ±100 the full control effect; nearly all actives have a fitted effect of over 65% in size
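IDH1-R132H (0.5 ug/mL dispensed) in pH 7.5 Tris buffer was preincubated 30 min with compound, then given a substrate mix of 0.016 mM NADPH and 2 mM alpha-KG for 80 min at room temperature; remaining NADPH was read by diaphorase/resazurin fluorescence.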
TrxR1 inh – qHTS Assay for Inhibitors of Mammalian Selenoprotein Thioredoxin Reductase 1 (TrxR1): qHTS; actives 1% (n = 390,000); recombinant rTrxR1, NADPH fluorescence consumption, selenite substrate; Potency, µM (highest dose often 114 µM), for inactives: at the highest dose activity change, negative = inhibition, actives largely listed as inhibitors; Thioredoxin reductase 1, cytoplasmic (Rattus norvegicus), O89049; further: potency means the concentration at half of the fitted maximal effect; on the % scale 0 is the no-effect control and ±100 the full control effect; nearly all actives have a fitted effect of over 65% in size
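Rat TrxR1 (90 nM in the dispensed reagent) was pre-reduced with 400 uM NADPH for 5 min at room temperature, then incubated with compound for 15 min. After 400 uM selenite was added, NADPH fluorescence (Ex 340/Em 450 nm) was followed for 8 min.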
* hit, by the source's call; ? = inconclusive; · = no result given; [ ] = another dose, or the depositor's remark. Unless noted, the call rests on the fitted dose curve; in most records, active means well fitted inhibition curve with a large enough effect; inconclusive means small, poorly fitted or top-dose-only effect; inactive means no such curve, though single readings can be large or run the other way. Random draw from the library. Share with any hit: about 3.9%.

SMILES	TRHR enhancer	USP1-UAF1 inh	D2 ag	TrxR1 substrate	TRHR ag	PI4K2A inh	D2 antag	IDH1 R132H inh	TrxR1 inh
O=C(N/N=C/c1cccc(Oc2ccccc2)c1)c1cc[n+]([O-])cc1	-2	-9%	-0.6	-9%	-1.3	0	14	-5%	4%
O=C(O)c1cccc(Nc2ncnc3c2cnn3-c2ccccc2)c1	6	-27%	-0.1	-4%	-0.1	-7	17	4%	2%
CC(C)OC(=O)/C(C#N)=C/c1cn(C)c2ccccc12	-3	-22%	0.1	-3%	-0.2	-20	-8	16%	7%
CCCCNC(=O)C1c2ccccc2Oc2ccccc21	-3	-14%	0.4	4%	0.1	-1	5	-4%	33%
CCOc1ccc(/C=C/C(=O)c2c(O)c3ccccc3oc2=O)cc1	0	-17%	-0.7	-8%	0.2	-2	6	-3%	-19%
O=C(NC1CCCCC1)N(Cc1ccc(F)cc1)Cc1nc2ccccc2c(=O)[nH]1	-3	4%	0.0	12%[57.1 µM]	0.0	-3	-9	?	10%[57.1 µM]
CCCn1c(N)c(N(CCOC)C(=O)COC(=O)CSc2cc(C)c3ccccc3n2)c(=O)[nH]c1=O	-2	-19%	0.3	8%	-0.6	4	6	7%	18%
Cc1nc(C)c(-c2ccc(SCC(=O)Nc3ccc(F)c(F)c3)nn2)s1	0	-25%	·	2%[57.1 µM]	0.2	-2	·	18%	32%[57.1 µM]
CCOc1cc(S(=O)(=O)N2CCCCC2)ccc1Cl	-12	-4%	-0.2	-7%	-0.4	-2	-1	-2%	1%
Cc1ccc(C)c(S(=O)(=O)c2cn(C)c3cc(F)c(F)cc3c2=O)c1	23	-16%	-0.3	-7%	0.0	-3	·	-14%	-5%
COCCn1c(SCC(=O)N2CCC(C)CC2)nc2ccccc2c1=O	0	-13%	0.0	12%	-0.6	2	-4	0%	8%
CCN(CC)CCN(C)C1CCC(c2ccccc2)CC1 (stereo unspecified)	-12	-15%	46*	0%	1.0	2	-7	6%	9%
CCS(=O)(=O)c1ccc2oc(SCC(=O)c3ccco3)nc2c1	5	-23%	-0.3	-4%[57.1 µM]	-0.2	-5	2	4%	7%[57.1 µM]
O=C1CSC(=S)N1c1cccc(F)c1	-12	-27%	-1.3	5%	0.0	-3	8	3%	12%
Cc1cc(=O)oc(C)c1C(=O)NC1CCCCCCC1	2	-11%	0.4	-11%[57.1 µM]	-0.4	-8	7	12%	19%[57.1 µM]
O=C(NCC1CCCO1)c1ccc(CSCc2cccc(F)c2)o1 (stereo unspecified)	1	4%	-0.3	-3%	-0.9	2	-7	1%	-3%
CCCOc1cccc(C2C(C(=O)c3ccc(C)o3)=C(O)C(=O)N2c2nc(C)c(C(C)=O)s2)c1 (stereo unspecified)	-1	-18%	0.2	-5%	0.6	-1	-3	-4%	?
CCOC(=O)C1=C(N)Oc2ccc3ccccc3c2C1c1cccc(O)c1 (stereo unspecified)	1	-19%	6.4	-3%	-0.9	1	-13	7%	30%
COc1cccc2c1O/C(=N\O)C(C(=O)Nc1ccc(C)cc1)C2 (stereo unspecified)	-3	-20%	1.1	-1%	0.8	4	8	17%	2%
Nc1ccc(S(=O)(=O)NCc2ccccn2)cc1	-3	-19%	0.9	3%	0.4	2	-6	-2%	12%
Cc1c(C(=O)NCCSCc2ccco2)cccc1[N+](=O)[O-]	4	-16%	-0.6	0%	0.7	3	-5	8%	-5%
Cc1cccc(C)c1OCCCCn1cnc2ccccc2c1=O	·	-6%	·	-7%	·	1	·	5%	15%
Cc1ccc(C(C)NC(=S)NC2CCCCC2)c(C)c1 (stereo unspecified)	-8	-24%	0.3	-5%	2.2	-1	-7	10%	5%
O=C(COc1ccc([N+](=O)[O-])cc1)Nc1ccccc1N1CCCC1	2	-17%	1.2	-4%	1.2	1	-21	8%	9%
CCCc1cc(=O)n2[nH]c(NCc3ccc(Cl)cc3Cl)nc2n1	2	-14%	0.1	-5%	-0.1	-5	5	1%	-7%
Cn1nnc2c(N3CCN(c4ccccc4Cl)CC3)ncnc21	1	-21%	-2.9	-2%[57.1 µM]	0.2	3	·	32%	9%[57.1 µM]
CCOC(=O)N1CCC(N(C(=O)Nc2ccc(Cl)c(Cl)c2)C(C)CC)CC1 (stereo unspecified)	-1	?	14	10%	0.1	-3	-7	11%	50%[activator]
Cc1cc(C)c(C(=O)CSc2nc3ccccc3c(=O)[nH]2)cc1C	-2	-2%	-0.9	7%[57.1 µM]	-0.1	2	-2	0%	20%[57.1 µM]
NC(=O)[C@H]1CC2(CC(c3cccc(NC(=O)COc4ccc(Cl)cc4)c3)=NO2)CN1C(=O)c1ccccc1C(=O)c1ccccc1 (stereo partly specified)	-6	-9%	·	4%	0.7	1	·	-3%	16%
O=C(NCCCN1CCCC1)c1ccc(CS(=O)(=O)c2c(Cl)cccc2Cl)o1	-9	-9%	1.2	-7%	-0.2	0	6	-5%	-25%

Some values from the entries so far.
In IDH1 R132H inh, `O=C1CSC(=S)N1c1cccc(F)c1` shows 3%
In USP1-UAF1 inh, `CC(C)OC(=O)/C(C#N)=C/c1cn(C)c2ccccc12` shows -22%
In PI4K2A inh, `Cc1nc(C)c(-c2ccc(SCC(=O)Nc3ccc(F)c(F)c3)nn2)s1` shows -2

Continued.
SMILES	TRHR enhancer	USP1-UAF1 inh	D2 ag	TrxR1 substrate	TRHR ag	PI4K2A inh	D2 antag	IDH1 R132H inh	TrxR1 inh
Cc1nc(-c2cc(C#N)c(Sc3ccc(Cl)cc3Cl)nc2C)cs1	3	-23%	-1.2	7%	-1.4	3	0	1%	15%[57.1 µM]
COc1ccc(OCC(=O)NCCCNC(=O)COc2ccc(OC)cc2)cc1	1	-21%	1.4	3%	-0.1	-4	-3	4%	13%
N#CCC(=O)N/N=C/c1coc2ccccc2c1=O	8	-17%	0.6	-3%[57.1 µM]	0.9	-27	4	5%	-7%[57.1 µM]
CSc1nnc2ccc(-c3cccs3)nn12	7	-21%	0.6	1%	-0.5	-2	-3	3%	7%
CCn1c(NC(=O)c2ccc(COc3ccc(C)cc3[N+](=O)[O-])o2)nc2ccccc21	1	-12%	0.2	-6%	-0.3	0	0	6%	-1%
Cc1ccc(NC(=O)c2cc([N+](=O)[O-])ccc2NCc2cccnc2)cc1	1	-7%	-0.6	-5%	1.1	-1	33*	4%	16%
CC(OC(=O)CCCc1nc2ccccc2s1)C(N)=O (stereo unspecified)	-1	-5%	0.7	5%[57.1 µM]	0.0	9	-6	2%	-5%[57.1 µM]
Cc1nccc(-c2cccc(NC(=O)c3ccccc3Cl)c2)n1	-7	8%	-0.5	-3%	0.5	-6	9	2%	10%
CC(C)(C)OC(=O)CNC(=O)c1nc[nH]c1C(=O)NCC(=O)OC(C)(C)C	1	-7%	-0.8	-9%	0.0	-6	-4	1%[38.3 µM]	-7%
O=C(Nc1ccncc1)c1ccc(Cl)c([N+](=O)[O-])c1	-1	-26%	0.6	4%	0.6	-3	-14	11%	4%
Cc1ccc2oc(=O)n(CCOc3ccccc3)c2c1	-11	1%	-0.8	-12%[57.1 µM]	-2.0	1	8	4%	29%[57.1 µM]
O=C1C2C3C=CC(C3)C2C(=O)N1Nc1ccccc1 (stereo unspecified)	-3	-8%	-0.5	4%	0.1	-1	15	-11%	9%
O=c1oc2ccccc2c2c1ncn2C1CCCCC1	-3	-6%	0.2	1%	-0.1	-8	-9	3%	-2%
CC(C)c1ccc2oc(-c3ccc(Cl)c(NC(=O)Cc4ccccc4)c3)nc2c1	6	-16%	-2.4	6%	-1.1	-4	·	-9%	25%
Cc1cc(C)n(CCNC(=O)C2CCC(=O)N(Cc3ccc(Cl)cc3)C2)n1 (stereo unspecified)	-5	-9%	0.1	2%	0.0	-10	-4	-12%	11%
COc1cc2c(cc1NC(=O)Nc1ccc(C)cc1)oc1ccccc12	3	-10%	-0.4	5%[57.1 µM]	0.2	-2	-21	2%	-11%
CC(C)Oc1ccc(C(=O)NCC(=O)O)cc1	4	-19%	1.2	7%	1.0	2	0	-1%	22%
COc1ccc(N2C(=O)NC(=O)C2=O)cc1	-1	-10%	2.5	5%	0.8	1	-2	10%	30%[activator]
CCCCNC(=O)C1CCCN1C(=O)NC1CCCCC1 (stereo unspecified)	-3	-16%	·	-4%	-0.3	4	·	-10%	3%
Cc1cc(C)cc(C(=O)NCC(=O)NCCc2c[nH]c3ccccc23)c1	21	-5%	-0.2	2%	-0.7	6	-17	-4%	25%
Cc1ccc(S(=O)(=O)N(CC(=O)NCc2ccncc2)Cc2ccccc2F)cc1	2	-18%	0.2	8%[57.1 µM]	0.1	5	3	6%	18%[57.1 µM]

Three entries from above, reformatted.
| Molecule | TRHR enhancer | USP1-UAF1 inh | D2 ag | TrxR1 substrate | TRHR ag | PI4K2A inh | D2 antag | IDH1 R132H inh | TrxR1 inh |
| --- | --- | --- | --- | --- | --- | --- | --- | --- | --- |
| Cc1ccc(NC(=O)c2cc([N+](=O)[O-])ccc2NCc2cccnc2)cc1 | 1 | -7% | -0.6 | -5% | 1.1 | -1 | 33* | 4% | 16% |
| CCOc1cc(S(=O)(=O)N2CCCCC2)ccc1Cl | -12 | -4% | -0.2 | -7% | -0.4 | -2 | -1 | -2% | 1% |
| CCOC(=O)N1CCC(N(C(=O)Nc2ccc(Cl)c(Cl)c2)C(C)CC)CC1 (stereo unspecified) | -1 | ? | 14 | 10% | 0.1 | -3 | -7 | 11% | 50%[activator] |

Assay outcomes as filed in PubChem.
